Assay outcomes: PubChem BioAssay, The Scripps Research Institute Molecular Screening Center
FBW7 activator – human FBW7 E3 ligase activation, primary screen; Q969H0; AlphaScreen FBW7–phospho-cyclin E peptide binding, activator screen; normalized activity (activation), % at 26.1 µM; hit rate 0.13% among 650,000; in the data active = normalized activity above about 1.9%;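 note: purified mutant Fbw7 with reduced substrate affinity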
MITF primary – inhibitors of human MITF; hit rate 0.91% among 650,000; inhibition, % at 2.6 µM; O75030; AlphaScreen MITF homodimerization, bead proximity signal; in the data active = inhibition above about 50%;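 note: 0% = vehicle wells with protein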
Target sequence (O75030 whole entry, looked up): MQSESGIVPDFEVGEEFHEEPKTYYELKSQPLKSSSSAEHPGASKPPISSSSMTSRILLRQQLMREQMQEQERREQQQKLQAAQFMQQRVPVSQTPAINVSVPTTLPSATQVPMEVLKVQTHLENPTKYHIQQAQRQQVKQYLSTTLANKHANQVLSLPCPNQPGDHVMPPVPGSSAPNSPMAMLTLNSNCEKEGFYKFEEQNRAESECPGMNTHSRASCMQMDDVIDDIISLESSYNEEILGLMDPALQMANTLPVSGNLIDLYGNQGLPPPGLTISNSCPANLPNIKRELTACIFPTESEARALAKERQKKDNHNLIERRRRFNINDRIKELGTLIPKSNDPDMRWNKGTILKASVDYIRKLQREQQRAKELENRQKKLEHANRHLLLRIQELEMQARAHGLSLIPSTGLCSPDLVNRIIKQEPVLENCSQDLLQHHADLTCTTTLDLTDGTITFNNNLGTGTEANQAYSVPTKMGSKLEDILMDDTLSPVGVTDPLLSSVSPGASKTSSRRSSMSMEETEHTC
GPR151 activ – activates the human receptor GPR151 | Q8TDV0 | PathHunter beta-arrestin GPR151 cells, luminescence | activation, % at 11.2 µM | hit rate 1% among 650,000 | AID 1508602; in the data active = activation above about 4.9%;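 note: 0% = median of compound wells and 100% = cells with positive control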
Target sequence (Q8TDV0 whole entry, looked up): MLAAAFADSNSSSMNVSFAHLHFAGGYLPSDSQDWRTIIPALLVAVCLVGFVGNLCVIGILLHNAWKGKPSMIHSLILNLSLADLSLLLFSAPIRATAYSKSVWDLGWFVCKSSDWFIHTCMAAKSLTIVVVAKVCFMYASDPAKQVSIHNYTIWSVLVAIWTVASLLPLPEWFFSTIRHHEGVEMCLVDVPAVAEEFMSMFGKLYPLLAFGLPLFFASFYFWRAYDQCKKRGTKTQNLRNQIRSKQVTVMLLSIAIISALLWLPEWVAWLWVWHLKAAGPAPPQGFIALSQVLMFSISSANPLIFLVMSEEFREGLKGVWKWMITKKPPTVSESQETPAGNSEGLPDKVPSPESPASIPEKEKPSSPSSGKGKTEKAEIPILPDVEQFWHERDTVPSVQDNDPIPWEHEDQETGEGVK
TEAD-YAP block – TEAD-YAP interaction inhibition. HEK-TIYL cells, TEAD-Gal4/YAP UAS-luciferase luminescence. inhibition, % at 9.12 µM. hit rate 1.4% among 640,000. AID 1259422; in the data active = inhibition above about 32%;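 note: 0% = median of test compound wells and 100% = reference inhibitor wells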
* marks the source's active call; other numbers are inactive results; & = joins results of further samples.

nr	canonical_smiles	FBW7 activator	MITF primary	GPR151 activ	TEAD-YAP block
1	O=c1[nH]c(=S)n(-c2ccc(F)cc2)c(O)c1C=Nc1ccccc1Cl	0.1	0	-0.7	-1
2	CCOC(CNc1cc(C)nc2c(-c3ccccc3OC)c(C)nn12)OCC	0.3	-8	0.2	-6
3	Nc1ccc(CCC(=O)N2CCCC2)cc1	0.0	3	0.7	2
4	COC(=O)c1cc(NC(=O)CCC(=O)O)cc(C(=O)OC)c1	0.3	13	1.8	1
5	COc1ccc(CCNc2cc(C)nc(Nc3cccc(N(C)C)c3)n2)cc1	-0.5	37	8.1*	27
6	CCOc1cc(C(=O)Nc2ccc(C(=O)Nc3cccc(-c4nc5ccccc5o4)c3)cc2)cc(OCC)c1OCC	-0.6	-5	0.2	-2
7	COC(=O)c1ccc2c(=O)n(CCN3CCOCC3)c(SCC(=O)c3ccc(Cl)cc3)nc2c1	0.1	-7	-0.4	3
8	CC(C)OC(=O)c1ccc(S(=O)(=O)Cc2ccccc2F)c([N+](=O)[O-])c1	0.1	11	-0.9	18
9	CCC(=O)NNC(=S)NC(=O)c1cccc([N+](=O)[O-])c1	0.0	16	2.4	4
10	COc1ccc(NC(=O)C(c2cc3c(cc2[N+](=O)[O-])OCO3)N(Cc2ccccc2)c2ccccc2)cc1 (centres undefined)	-0.2	15	-0.2	-2
11	N#Cc1ccc(CN2C(=O)c3cccc(N)c3C2=O)cc1	0.4	-10	1.4	7
12	Cc1ccc(NC(=O)CCn2cccc2)c(C)c1	-0.1	-4	0.0	-10
13	Cc1nc2c(C)cccn2c1C(=O)NC1CCCCC1	0.0	15	-0.1	0
14	O=C(NCCO)c1ccc2nc(N3CCC(N4CCOCC4)CC3)sc2c1	0.1	-13	-1.8	-16
15	COc1cc(OC)c(S(=O)(=O)Nc2ccccc2N2CCOCC2)cc1NC(C)=O	0.0	4	-0.5	4
16	CCOc1cc(/C=N/NC(=O)c2ccc(OC)cc2)ccc1O	-0.1	-5	1.0	-11
17	C/C(Cn1nnc([N+](=O)[O-])n1)=N/NC(=O)COc1c(Cl)cc(Cl)cc1Cl	0.0	-4	-1.0	-5
18	COc1nc(Cl)nc(OC)n1	-0.1	2	0.1	6
19	CCOC(CNC(=O)c1cccc(S(C)(=O)=O)c1)(OCC)c1ccncc1	-0.1	-3	1.1	0
20	CC(=O)Oc1ccccc1C(=O)Nc1cccc(C(F)(F)F)c1	0.1	20	-0.6	65*
21	O=C(CCSc1ccccc1)N/N=C/c1ccccc1Cl	0.0	7	0.2	-2
22	CCOCCCNC(=O)c1cc(Sc2ccccc2Cl)nc2ccccc12	0.2	16	-0.7	4
23	CC(C)NC(=O)c1ccc2c(=O)n(Cc3ccco3)c(=S)[nH]c2c1	0.4	14	3.2	18
24	CC1=C(C(=O)OCCCc2ccccc2)C(c2c(F)cccc2Cl)CC(=O)N1 (centres undefined)	0.9	8	0.4	-6
25	CCOC(=O)C1CCCN(C(=O)c2ccc(S(=O)(=O)c3ccc(Br)cc3)c([N+](=O)[O-])c2)C1 (centres undefined)	0.1	6	0.8	23
26	CCC(c1ccc(F)cc1)n1cc(C(=O)NCCN2CCOCC2)nn1 (centres undefined)	0.0	11	-0.4	-7
27	CS(=O)(=O)N(CC(=O)Nc1ccccc1C(F)(F)F)c1cccc(Cl)c1	-0.1	1	-2.5	8
28	Nc1ccc(S(=O)(=O)NCc2ccncc2)cc1	0.6	-8	-0.5	1
29	O=C(O)CN1C(=O)c2cccc3c(Cl)cc(Cl)c1c23	-0.3	-1	6.1*	0
30	CC(=O)N1CCc2ccc(NS(=O)(=O)CC(C)C)cc21	0.2	-10	2.0	-7

(further entries)
nr	canonical_smiles	FBW7 activator	MITF primary	GPR151 activ	TEAD-YAP block
31	COc1ccc(C(=O)Nc2sc3c(c2C(=O)O)CCC3)cc1	0.0	-3	0.5	40*
32	CCOC(=O)c1cc2cccc(OC)c2o1	0.1	-6	-0.8	-11
33	CC(NC(=O)c1cccc(OC2CCN(C3CCN(C)CC3)CC2)c1)c1ccccc1 (centres undefined)	0.2	-6	-1.2	-10
34	COc1cccc(/C=C(\C#N)C(=O)Nc2ccc(C(F)(F)F)cc2)c1O	0.3	-8	1.2	-7
35	c1cnc(-c2nnc3n2CCCCC3)cn1	0.7	11	0.3	0
36	COc1cccc(-n2cc(C(=O)N3C(C)CCCC3C)c3ccccc3c2=O)c1 (centres undefined)	0.3	7	-0.3	3
37	CC(=O)c1cccc(-c2cccc(C(=O)NCc3nc4ccccc4[nH]3)c2)c1	0.0	10	-0.8	-3
38	COc1cccc(NCc2ccc([N+](=O)[O-])s2)c1	-0.1	-8	0.2	18
39	CCOc1ccc(NC(=O)c2cc3c([nH]c4ccccc43)c(C)n2)cc1	0.0	-14	1.7	-9
40	COC(=O)C1=C(C)NC2=C(C(=O)CC(c3ccccc3)C2)C1c1ccc(O)c(OC)c1 (centres undefined)	-0.1&0.7	-7&12	-0.5&-1.4	4&12
41	O=C1CCCc2oc3ccc(NS(=O)(=O)c4cccc5cccnc45)cc3c21	0.2	13	0.2	2
42	O=C1Nc2c(Br)cc(Br)c3cccc1c23	0.7	3	0.9	-5
43	COc1ccc(Br)cc1CNC(=O)CCC(=O)N1CC(C)Oc2ccccc21 (centres undefined)	-0.1	-2	0.3	-7
44	N#Cc1cc(-c2ccncn2)c(-c2ccc(C(F)(F)F)cc2)[nH]c1=O	-0.1	4	-1.4	4
45	OC(COc1ccc(Br)cc1)CN1CCCC1 (centres undefined)	0.4	31	2.0	12
46	O=C1CC(N2CCN(c3ncccn3)CC2)C(=O)N1c1ccc(Br)cc1 (centres undefined)	0.0	-20	1.2	-7
47	CC1=C(C(=O)OCC(C)C)C(c2cc(Br)ccc2F)C2=C(CC(c3cccs3)CC2=O)N1 (centres undefined)	0.0	-11	-0.7	-9
48	CCn1c(COc2ccc(Br)cc2)nnc1SCC(=O)OC	-0.1	12	-0.3	8
49	O=C(c1cccs1)N(Cc1cc2cc3c(cc2[nH]c1=O)OCCO3)CC1CCCO1 (centres undefined)	0.1	-6	-0.2	0
50	CC1(C)C[C@@H]2C[C@@](C)(CN2C(=O)CCc2nnc(-c3ccc4c(c3)OCO4)o2)C1	0.0	3	-1.5	-33
51	COc1cc(/C=C(\C#N)C(N)=O)ccc1OCc1c(C)no[n+]1[O-]	-0.1	10	0.0	13
52	Cc1ccc(-c2csc(NCSc3cccc4cccnc34)n2)cc1	-1.1	12	-0.2	-1
53	COc1ccccc1/C=C/C=N/NC(=O)c1cccnc1	0.1	18	-1.0	-6
54	CCOC(=O)N1CCN(C(=O)C2CC23CCN(C(=O)c2ccc(C)s2)CC3)CC1 (centres undefined)	1.4	26	-0.5	-4
55	Fc1ccc(C(CCCN2CCN3CCCC3C2)c2ccc(F)cc2)cc1 (centres undefined)	-0.1	-4	1.3	-1
56	O=C(O)COCc1nc2ccccc2s1	-0.1	8	-1.9	6
57	COc1cccc(NC(=O)Cn2c(=O)n(Cc3ccccc3)c(=O)c3cccnc32)c1	0.2	-7	0.7	-7
58	c1ccc(CSc2nnc(SCc3ccccc3)s2)cc1	0.5	4	0.9	-24
59	Cc1nc2c(C(=O)NCCC(C)C)c[nH]n2c(=O)c1Cc1ccccc1F	0.1	9	0.1	9
60	COc1ccc(Cn2ccnc2SCC(=O)NCc2ccc(F)cc2)cc1	-0.1	-3	2.5	13

(further entries)
nr	canonical_smiles	FBW7 activator	MITF primary	GPR151 activ	TEAD-YAP block
61	COCCN(C(=S)Nc1ccccc1Cl)C1CCN(C(C)C)CC1	0.1	0	0.2	-10
62	NC(=O)c1cccc(-c2ccc(N3CCOCC3)nc2)n1	0.2	5	-0.6	-25
63	COc1cc(NS(=O)(=O)c2cc(C)ccc2OC)ccc1N1CCCCC1=O	0.8	20	-1.7	-2
64	O=C1C(=O)N(CCCOc2ccc(Cl)cc2)c2ccccc21	-0.2	7	0.6	-17
65	OC(Cc1ccc2ccccc2n1)C(Cl)(Cl)Cl (centres undefined)	0.2	21	0.3	-15
66	O=C(CCc1nc2ccccc2c(=O)n1CCC(=O)N1CCN(c2ccccc2)CC1)N1CCCCCC1	0.0	8	-0.2	5
67	COc1ccc(S(=O)(=O)Nc2cccc([N+](=O)[O-])c2C)cc1Cl	-0.2	8	0.0	4
68	CCOC(=O)CSc1nnc(CNC(=O)c2ccc(OC)cc2OC)n1C	0.2	13	0.5	3
69	CCOC(=O)C1(Cc2cccc(F)c2)CCN(CC(O)CO)CC1 (centres undefined)	0.6	5	2.5	0
70	COc1ccc(C)cc1S(=O)(=O)N(CC(=O)N1CCOCC1)Cc1ccccc1	0.2	9	12*	3
71	CN(C)c1ccc(CCCNS(=O)(=O)c2ccc(Br)cc2)cc1	-0.8	0	1.1	-5
72	COc1cn(-c2ccc(F)cc2)nc1C(=O)NCc1ccccc1	0.4	10	-0.9	2
73	CCOc1ccc(-n2c(SCC(=O)N3CCCC3)nc3c(sc(=S)n3-c3ccccc3)c2=O)cc1	-0.1	-3	0.3	-1
74	Cc1ccc(-n2c(SCC(=O)Nc3nccs3)nc3c(sc(=S)n3-c3ccc(C)c(C)c3)c2=O)cc1	0.0	-2	-0.1	-11
75	C=CCN1C(=O)C2C(C(=O)NC3CCCCC3)C3(C)C=CC2(O3)C1C(=O)NC(C)(C)C (centres undefined)	0.3	20	-1.0	11
76	CCN(CC)CCN1CCN(c2ccc(F)c(Cl)c2)C1=O	0.0	-1	-0.3	-3
77	CCOc1ccc(NC(=O)CSc2nc3ccc(OCC)cc3s2)cc1	0.3	-5	-0.1	16
78	N#Cc1c(N)nc(SCc2ccccc2)c(C#N)c1C1CCCCC1	0.1	-10	1.0	-56
79	O=C(Nc1cccc(-c2nc3ccccc3[nH]2)c1)c1ccc(S(=O)(=O)N2CCOCC2)cc1	-0.1	-6	-0.9	-5
80	COC(=O)Cn1c(O)c(N=NC(=O)c2ccc(/C=N/O)nc2)c2ccccc21	0.0	19	-0.6	1
81	CC1CCN(C(=O)CN2C(=O)NC(Cc3ccccc3)(Cc3ccccc3)C2=O)CC1	0.0	4	-2.3	6
82	FC(F)(F)c1cccc(NCc2cn3ccccc3n2)c1	-0.1	1	0.3	-24
83	O=C(NCc1ccccn1)c1c(O)c2cccc3c2n(c1=O)CC3	0.4	15	-0.7	-4
84	O=C1CS/C(=N\N=C\c2cc(O)ccc2Br)N1	0.0	4	-1.1	-1
85	CCc1ccc(Cn2nnc(C(=O)O)c2C(=O)O)cc1	0.0	8	-0.8	-2
86	CCN(CC)c1ccc(NC(=O)c2ccccc2OC)cc1C	-0.2	13	-0.4	-55
87	O=C(NC1CC1)c1cnc(N2CCN(c3ccccn3)CC2)s1	0.0	10	5.0*	-17
88	CCOC(=O)Cc1ccc(N(Cc2cccs2)S(=O)(=O)c2cccc([N+](=O)[O-])c2)cc1	-0.4	4	-2.2	1
89	O=C(NC1CCCCC1)c1ccc(F)c2ccccc12	0.0	8	0.8	-10
90	Cc1ccc(C)c(NC(=O)c2ccccc2NS(C)(=O)=O)c1	-0.3	-10	2.2	-9

As a working copy, part of the list above:
nr	canonical_smiles	FBW7 activator	MITF primary	GPR151 activ	TEAD-YAP block
48	CCn1c(COc2ccc(Br)cc2)nnc1SCC(=O)OC	-0.1	12	-0.3	8
49	O=C(c1cccs1)N(Cc1cc2cc3c(cc2[nH]c1=O)OCCO3)CC1CCCO1 (centres undefined)	0.1	-6	-0.2	0
50	CC1(C)C[C@@H]2C[C@@](C)(CN2C(=O)CCc2nnc(-c3ccc4c(c3)OCO4)o2)C1	0.0	3	-1.5	-33
51	COc1cc(/C=C(\C#N)C(N)=O)ccc1OCc1c(C)no[n+]1[O-]	-0.1	10	0.0	13
52	Cc1ccc(-c2csc(NCSc3cccc4cccnc34)n2)cc1	-1.1	12	-0.2	-1
53	COc1ccccc1/C=C/C=N/NC(=O)c1cccnc1	0.1	18	-1.0	-6
54	CCOC(=O)N1CCN(C(=O)C2CC23CCN(C(=O)c2ccc(C)s2)CC3)CC1 (centres undefined)	1.4	26	-0.5	-4
55	Fc1ccc(C(CCCN2CCN3CCCC3C2)c2ccc(F)cc2)cc1 (centres undefined)	-0.1	-4	1.3	-1
56	O=C(O)COCc1nc2ccccc2s1	-0.1	8	-1.9	6
57	COc1cccc(NC(=O)Cn2c(=O)n(Cc3ccccc3)c(=O)c3cccnc32)c1	0.2	-7	0.7	-7
58	c1ccc(CSc2nnc(SCc3ccccc3)s2)cc1	0.5	4	0.9	-24
59	Cc1nc2c(C(=O)NCCC(C)C)c[nH]n2c(=O)c1Cc1ccccc1F	0.1	9	0.1	9
60	COc1ccc(Cn2ccnc2SCC(=O)NCc2ccc(F)cc2)cc1	-0.1	-3	2.5	13
61	COCCN(C(=S)Nc1ccccc1Cl)C1CCN(C(C)C)CC1	0.1	0	0.2	-10
62	NC(=O)c1cccc(-c2ccc(N3CCOCC3)nc2)n1	0.2	5	-0.6	-25

(next part)
nr	canonical_smiles	FBW7 activator	MITF primary	GPR151 activ	TEAD-YAP block
91	O=C1C2C3C=CC(CC3)C2C(=O)N1Cc1ccc(Br)cc1 (centres undefined)	0.1	8	1.4	12
92	CCOC(=O)c1c(NC(=O)C(C)Sc2nnc(CNC(=O)c3cccc(OC)c3)n2C)sc2c1CCCCC2 (centres undefined)	0.0	8	-0.7	-3
93	CCOC(=O)c1cn(CC)c2cc(N3CCN(C)CC3)c(F)cc2c1=O	0.1	6	1.1	12
94	O=C(CSc1cn(Cc2ccc(Cl)cc2)c2ccccc12)Nc1ccccc1	0.0	9	-1.6	9
95	Cc1ccc(C(=O)NCc2ccccc2)cc1I	0.1	1	0.0	-3
